Screening data as filed in PubChem.
pPAFAH inh = pPAFAH (human) enzyme inhibition. Q13093. recombinant pPAFAH, FP-rhodamine probe fluorescence polarization. inhibition, % at 3.39 µM. 1.5% of 330,000 active. AID 463082;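 active means inhibition above the mean inhibition across the screen plus 3 SD, cut at about 25% in these data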;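 further: inhibitors block binding of the rhodamine activity-based probe so polarization drops; 0% = enzyme with DMSO and 100% = wells lacking pPAFAH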
Target sequence (Q13093 whole entry, looked up): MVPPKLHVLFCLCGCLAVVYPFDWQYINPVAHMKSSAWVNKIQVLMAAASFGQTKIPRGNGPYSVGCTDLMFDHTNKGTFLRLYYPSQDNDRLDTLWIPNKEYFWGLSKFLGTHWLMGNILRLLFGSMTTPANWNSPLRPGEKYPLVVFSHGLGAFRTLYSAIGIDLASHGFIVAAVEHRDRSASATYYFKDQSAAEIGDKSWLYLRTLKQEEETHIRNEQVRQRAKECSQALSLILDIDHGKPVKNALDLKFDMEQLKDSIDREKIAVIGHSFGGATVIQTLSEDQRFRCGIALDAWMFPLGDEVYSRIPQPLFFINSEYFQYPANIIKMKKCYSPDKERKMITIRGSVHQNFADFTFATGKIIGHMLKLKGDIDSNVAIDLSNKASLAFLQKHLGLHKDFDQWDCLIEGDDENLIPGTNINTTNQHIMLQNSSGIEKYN
MCL1 BIM primary = MCL1-BIM-BH3 interaction inhibition (human) | GST-MCL1 / FITC-Bim-BH3 fluorescence polarization | inhibition, % at 10.9 µM | Q07820 | 0.68% of 320,000 active;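 active means inhibition above the mean inhibition of all tested compounds plus 3 SD, set per campaign, cut at about 40% in these data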;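 further: 0% = DMSO wells and 100% = unlabeled Bim-BH3 peptide control; higher means more loss of mP so more displacement of Bim peptide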
Target sequence (Q07820 whole entry, looked up): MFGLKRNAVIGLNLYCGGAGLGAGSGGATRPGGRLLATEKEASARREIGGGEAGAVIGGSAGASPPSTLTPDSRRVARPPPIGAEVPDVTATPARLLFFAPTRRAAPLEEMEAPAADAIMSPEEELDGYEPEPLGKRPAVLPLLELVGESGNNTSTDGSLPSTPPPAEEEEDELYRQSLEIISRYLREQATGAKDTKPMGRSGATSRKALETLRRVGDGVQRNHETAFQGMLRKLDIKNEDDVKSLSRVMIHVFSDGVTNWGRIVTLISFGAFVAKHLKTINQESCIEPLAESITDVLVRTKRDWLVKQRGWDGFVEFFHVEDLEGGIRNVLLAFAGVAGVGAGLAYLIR
AHR act = activates the human aryl hydrocarbon receptor; AHR-responsive luciferase reporter cells, luminescence; activation, % at 5 µM; 2.5% of 320,000 active; AID 2796; in the data active means activation above about 47%;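 further: 0% = vehicle wells and 100% = reference agonist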
Fam108B counter = Fam108B inhibition, counter-screen for RBBP9 inhibitors; recombinant Fam108B, FP-Rh probe fluorescence polarization; inhibition, % at 9.51 µM; 0.33% of 300,000 active;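 active means inhibition above the screen mean inhibition plus 3 SD, computed separately per campaign, cut at about 18% in these data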;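 further: inhibitors lower polarization as less probe binds the enzyme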
Bcl-xL primary = Bcl-xL (human) inhibition | GST-Bcl-xL / FITC-Bim BH3 peptide fluorescence polarization | inhibition, % at 10.9 µM | 0.7% of 320,000 active;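 active means inhibition above the mean of all tested compounds plus 3 SD, cutoff set per campaign, cut at about 30% in these data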;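 further: 0% = DMSO wells and 100% = unlabeled Bim-BH3 peptide competitor; inhibitors lower millipolarization by displacing the labeled peptide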
Target sequence (Q07817 whole entry, looked up): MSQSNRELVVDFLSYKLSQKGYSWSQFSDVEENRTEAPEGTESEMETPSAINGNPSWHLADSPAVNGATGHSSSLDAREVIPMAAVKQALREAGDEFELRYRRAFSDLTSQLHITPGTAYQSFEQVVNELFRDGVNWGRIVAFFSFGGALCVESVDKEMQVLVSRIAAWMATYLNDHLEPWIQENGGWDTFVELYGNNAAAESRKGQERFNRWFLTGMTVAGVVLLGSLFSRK
GLD-1 RNA inh = GLD-1-TGE RNA interaction inhibition (C. elegans); 0.44% of 320,000 active; Q17339; inhibition, % at 5.96 µM; purified GLD-1 + fluorescein TGE RNA, fluorescence polarization;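 active means percent inhibition above a per-plate cutoff, the plate mean of test compounds plus 3 SD, cut at about 30% in these data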;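 further: 0% = DMSO wells with GLD-1 and probe and 100% = wells lacking GLD-1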
PME-1 inh = PME-1 (human) inhibition. Q9Y570. recombinant PME-1, FP-Rh probe fluorescence polarization. inhibition, % at 5.9 µM. 0.53% of 320,000 active;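 active means inhibition above the campaign mean of all compounds plus 3 SD, cut at about 26% in these data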;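 further: competitive labeling of PME-1 active site by serine hydrolase directed probe; 0% = PME-1 with DMSO and 100% = wells lacking PME-1 enzyme; inhibitors block probe labeling so polarization falls and inhibition rises; many of its hits are not listed in these tables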
PAFAH1B2 FP inh = PAFAH1B2 (human) inhibition | recombinant PAFAH1B2, FP-rhodamine activity probe, fluorescence polarization | P68402 | inhibition, % at 3.39 µM | AID 492953 | 1.2% of 340,000 active;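 active means inhibition above the mean of all tested compounds plus 3 SD, cut at about 24% in these data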;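 further: 0% = enzyme with DMSO and 100% = wells lacking PAFAH1B2; many of its hits are not listed in these tables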
MEX-5 binding = C. elegans MEX-5 TCR-2 RNA binding activity; Q9XUB2; MEX-5/FITC-TCR2 RNA binding, fluorescence polarization; stronger effect = lower value; activity score (negative = inhibition of binding), % at 10 µM; 0.38% of 300,000 active; AID 1832;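 active means inhibition past about -25% in most replicates, and total fluorescence under double the plate's negative control median, limit read from the data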;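 further: 0% = DMSO and -100% = 5 µM competing unlabeled TCR2 RNA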
* marks the source's active call; other numbers are inactive results; · = no result given. The list is partial (hit frequency here may not be typical).

1. CN(CCc1ccccn1)C(=O)Nc1cccc(Cl)c1
2. CCOC(=O)c1cc(C)sc1N1C(=O)C2C3C=CC(C3)C2C1=O (configuration not stated)
3. COc1ccc(/C(O)=C/C(=O)C(=O)NNC(=O)C(O)(c2ccccc2)c2ccccc2)cc1
4. Cc1cccc(CN2C(=O)CCSc3ccc(Cl)cc32)c1
5. O=C(CCc1ccccc1)NNC(=O)c1ccc(NC(=O)c2ccccc2)cc1
6. Cc1ccc(C2=NC3(CCCCC3)NC2=S)cc1
7. CN1OC(COC(=O)c2ccccc2)CC1c1ccccc1 (configuration not stated)
8. CC(=O)Nc1ccc(CN2CCCCCC2)cc1
assay / entry | 1 | 2 | 3 | 4 | 5 | 6 | 7 | 8
pPAFAH inh | 2 | 4 | 11 | -2 | -3 | 3 | 9 | 0
MCL1 BIM primary | 1 | -9 | 6 | 4 | 1 | -4 | 0 | -2
AHR act | 1 | 0 | 5 | -2 | 1 | 5 | -1 | 0
Fam108B counter | 0 | 1 | -7 | -1 | -8 | 1 | 0 | -2
Bcl-xL primary | 0 | -11 | 5 | -1 | 3 | 3 | 1 | 3
GLD-1 RNA inh | 0 | -4 | -2 | -1 | 2 | 5 | 6 | -3
PME-1 inh | 0 | 1 | -6 | 5 | -1 | -1 | -1 | -1
PAFAH1B2 FP inh | 8 | 3 | 7 | 5 | -2 | 6 | 4 | 0
MEX-5 binding | 2.1 | 3.0 | 2.0 | -0.8 | 0.3 | -0.5 | 1.2 | 0.3

9. Cc1ccc(O/C=C2\OC(=O)c3ccccc32)cc1
10. CCOC(=O)C1CCCN(C(=O)c2cccc(S(=O)(=O)N(Cc3ccccc3)c3ccccc3OC)c2)C1 (configuration not stated)
11. O=C(Cn1nc(Br)nc1Br)c1ccccc1
12. COc1cccc2c(N/N=C/c3ccccc3)cc(C)nc12
13. Cc1ccc(NS(=O)(=O)c2ccc(N/N=C/c3ccccc3OCC(=O)O)c([N+](=O)[O-])c2)c(C)c1
14. CC(NC(=S)NCc1ccccc1)C12CC3CC(CC(C3)C1)C2 (configuration not stated)
15. CCc1ccc(NC(=O)CCS(=O)(=O)c2cccc3nsnc23)cc1
16. COc1ccc(-c2ccc(Nc3ccc(S(=O)(=O)N4CCCC4)cc3)nn2)cc1OC
assay / entry | 9 | 10 | 11 | 12 | 13 | 14 | 15 | 16
pPAFAH inh | -1 | 6 | 4 | 1 | 88* | 3 | 4 | -1
MCL1 BIM primary | 5 | 3 | 1 | -3 | 14 | 7 | 7 | -14
AHR act | 0 | -1 | 3 | 6 | 3 | -2 | 27 | -1
Fam108B counter | 1 | 4 | 5 | 0 | 26* | 1 | 3 | 0
Bcl-xL primary | 0 | 8 | 2 | 0 | 20 | 4 | 6 | -2
GLD-1 RNA inh | 3 | 3 | -5 | 4 | 1 | 1 | -1 | 0
PME-1 inh | 3 | 5 | -6 | -1 | 78* | -2 | -3 | -7
PAFAH1B2 FP inh | 6 | 5 | 29* | 0 | 4 | 7 | 5 | 0
MEX-5 binding | -2.5 | -1.5 | 0.9 | -1.2 | 1.9 | -2.6 | -0.7 | -2.5

Single records (already shown). Screens in order: pPAFAH inh, MCL1 BIM primary, AHR act, Fam108B counter, Bcl-xL primary, GLD-1 RNA inh, PME-1 inh, PAFAH1B2 FP inh, MEX-5 binding
Cc1ccc(O/C=C2\OC(=O)c3ccccc32)cc1 is listed with -1, 5, 0, 1, 0, 3, 3, 6, -2.5
COc1ccc(-c2ccc(Nc3ccc(S(=O)(=O)N4CCCC4)cc3)nn2)cc1OC is listed with -1, -14, -1, 0, -2, 0, -7, 0, -2.5
CCOC(=O)C1CCCN(C(=O)c2cccc(S(=O)(=O)N(Cc3ccccc3)c3ccccc3OC)c2)C1 (configuration not stated) is listed with 6, 3, -1, 4, 8, 3, 5, 5, -1.5
COc1cccc2c(N/N=C/c3ccccc3)cc(C)nc12 is listed with 1, -3, 6, 0, 0, 4, -1, 0, -1.2

Further entries follow.
17. Cn1c(C(=O)N2CCN(c3ccccn3)CC2)cc2ccccc21
18. COC(=O)CN=Cc1c(C)[nH]n(-c2ccccc2)c1=O
19. COc1ccc(C2C(C(=O)Nc3cccnc3)=C(C)Nc3nc(-c4cccs4)nn32)cc1 (configuration not stated)
20. COc1cccc(C(=O)N2CCCC(CCC(=O)NCc3ccc(F)c(F)c3)C2)c1 (configuration not stated)
21. COc1ccc(N2C(=O)C3CCCN3C2c2cccc(C)c2)cc1 (configuration not stated)
22. COc1ccc(CCNC(=O)c2cc(=O)[nH]c3ccccc23)cc1
23. CCCCCC(=O)Nc1cccc(C2=NOC3(C2)C[C@H](C(N)=O)N(C(=O)CCCCC)C3)c1 (some centres not stated)
24. CCc1nn(-c2ccccc2)c2c1-c1cc(OC)c(OC)cc1C1(N2)C(=O)Nc2ccccc21 (configuration not stated)
assay / entry | 17 | 18 | 19 | 20 | 21 | 22 | 23 | 24
pPAFAH inh | 2 | -4 | 3 | 2 | 0 | 3 | 7 | 5
MCL1 BIM primary | 7 | 3 | -4 | 1 | 3 | 10 | 3 | 6
AHR act | 18 | 0 | 3 | -1 | -1 | -2 | -1 | 8
Fam108B counter | -7 | 1 | -1 | 1 | 0 | 1 | 0 | 0
Bcl-xL primary | 4 | 2 | 1 | 5 | 5 | 4 | 4 | -1
GLD-1 RNA inh | 2 | 10 | 2 | 3 | 4 | 1 | -4 | 2
PME-1 inh | -2 | -4 | 3 | 1 | 2 | -1 | 2 | 4
PAFAH1B2 FP inh | 2 | 4 | 0 | -1 | 4 | 5 | 4 | -4
MEX-5 binding | 1.1 | -3.1 | -2.0 | -1.4 | 0.5 | 0.0 | -2.9 | 2.1

25. Cn1c(CNC(=O)c2ccc(Cl)cc2)nnc1SCC(=O)N1CCOCC1
26. CCOC(=O)C(NS(=O)(=O)c1ccc(C)cc1)(C(F)(F)F)P(=O)(OCC(C)C)OCC(C)C (configuration not stated)
27. COC(=O)c1ccc(/C=N\NC(=O)c2ccc(C)cc2Cl)cc1
28. COc1ccc(CCNC(=O)COc2ccc(S(=O)(=O)NC3CCCCC3)cc2Cl)cc1OC
29. COc1ccc(C2c3ccc(O)cc3Oc3ncn4nc(-c5ccco5)nc4c32)cc1OC (configuration not stated)
30. CCOCCCNS(=O)(=O)c1cc(Br)cc2c1N(C(=O)C1CC1)CC2
31. O=C(NCCN1CCOCC1)Nc1ccc(F)cc1
32. COc1ccccc1C1C(C#N)=C(N)N(c2cccnc2)C2=C1C(=O)CC(C)(C)C2 (configuration not stated)
assay / entry | 25 | 26 | 27 | 28 | 29 | 30 | 31 | 32
pPAFAH inh | 3 | 6 | 0 | 18 | -3 | 4 | 1 | 4
MCL1 BIM primary | 6 | 2 | 4 | 7 | 6 | 9 | -2 | 6
AHR act | 0 | 3 | 3 | 1 | 1 | 0 | 0 | 3
Fam108B counter | -1 | 2 | -2 | 5 | -4 | 3 | -1 | 1
Bcl-xL primary | 5 | 1 | 7 | 5 | 1 | 15 | 0 | 6
GLD-1 RNA inh | 2 | 2 | 7 | 1 | 7 | 8 | -3 | 5
PME-1 inh | 1 | -1 | 10 | -3 | -9 | 5 | -1 | 0
PAFAH1B2 FP inh | 4 | 6 | 6 | -3 | -2 | -1 | 3 | 5
MEX-5 binding | 1.2 | -1.0 | -2.1 | 2.2 | 2.4 | 0.9 | -0.9 | 0.1

33. COc1c(C(=O)Nc2ccc(Br)cn2)ccc2ccccc12
34. CC1CCC(NC(=O)CNC(=O)c2cccs2)CC1 (configuration not stated)
35. Cc1nc(-c2ccc(S(=O)(=O)N3CCN(c4ccccc4)CC3)cc2)co1
36. CCSc1nnc(NC(=O)CCNS(=O)(=O)c2ccccc2F)s1
37. CCc1cccc(C)c1NC(=O)CSc1nc2ccncc2[nH]1
38. Cc1cc(-c2nc(C)c(-c3nnc(SCC(=O)Nc4ccc(Cl)cc4)n3C)s2)no1
39. O=C(Cc1ccc(Cl)cc1)Nc1ccc(C(=O)N2CCCCC2)cc1
40. COc1ccccc1OP(=O)(O)Oc1ccccc1OC
assay / entry | 33 | 34 | 35 | 36 | 37 | 38 | 39 | 40
pPAFAH inh | 4 | 2 | 6 | 0 | 6 | -3 | 6 | 3
MCL1 BIM primary | 0 | 6 | 4 | 1 | 5 | 0 | 3 | 9
AHR act | 45 | 2 | -1 | 4 | 3 | 1 | -2 | 1
Fam108B counter | -1 | 3 | -4 | 5 | 1 | 1 | -1 | 0
Bcl-xL primary | 57* | 3 | 2 | 4 | 1 | -2 | 6 | 9
GLD-1 RNA inh | 5 | 6 | 0 | 1 | -3 | 9 | 9 | 6
PME-1 inh | 0 | 0 | -3 | 0 | 0 | -8 | -5 | 0
PAFAH1B2 FP inh | 0 | 2 | 4 | 3 | 2 | · | 8 | 3
MEX-5 binding | 3.5 | -1.6 | -1.8 | 2.3 | -1.1 | -1.1 | 0.2 | 0.3

41. O=Cc1ccc(-c2ccc(F)cc2)o1
42. Cc1ccc(C)c(N(CC(=O)NN=C2CCN(C)CC2)S(=O)(=O)c2ccccc2)c1
43. CN(CC(=O)Nc1ccc(Cl)cc1)C(=O)CNC(=O)c1cccs1
44. COc1ccc(N2CC(C(=O)Nc3ccc(F)cc3F)CC2=O)cc1 (configuration not stated)
45. O=C(C1CC1)N1CCc2cc(S(=O)(=O)N(CCO)Cc3ccccc3)ccc21
46. COc1ccc(/C=C2\SC(=S)N(CCCC(=O)Nc3cccc(C(=O)O)c3)C2=O)cc1OC
47. Cc1cc(SCC(=O)c2ccc(Cl)cc2)nc(=O)[nH]1
48. COC(=O)[C@H](C)NC(=O)Nc1cccc(C(F)(F)F)c1
assay / entry | 41 | 42 | 43 | 44 | 45 | 46 | 47 | 48
pPAFAH inh | 3 | 0 | 5 | -2 | -5 | 5 | 7 | 2
MCL1 BIM primary | -1 | -4 | 1 | -1 | -2 | -30 | 4 | -3
AHR act | 1 | 2 | 3 | 0 | 2 | -5 | -4 | 0
Fam108B counter | -4 | 0 | · | 3 | 3 | 0 | 2 | -3
Bcl-xL primary | 3 | -2 | -1 | 3 | 2 | -16 | 4 | 0
GLD-1 RNA inh | 6 | 0 | -3 | 0 | 6 | -39 | -1 | -8
PME-1 inh | -4 | 3 | 5 | -1 | 6 | -3 | 1 | 2
PAFAH1B2 FP inh | 2 | 2 | 5 | 6 | 4 | -7 | 6 | 3
MEX-5 binding | 0.8 | -2.0 | · | -1.1 | -0.4 | 25 | -5.1 | -1.8

49. CCS(=O)(=O)N1N=C(c2cccc(NS(C)(=O)=O)c2)CC1c1cccs1 (configuration not stated)
50. Oc1ccccc1N1CCN(C(=S)NCCc2ccccc2)CC1
51. COc1ccc(Oc2nc(C(F)(F)F)nc3ccccc23)cc1
52. Nc1cccc(NC(=O)CCC(=O)NCc2ccco2)c1
53. CN(CC(=O)Nc1cccc(F)c1)C(=O)CCNC(=O)c1ccco1
54. CCOCCCNC(=S)Nc1ccc(S(N)(=O)=O)cc1
assay / entry | 49 | 50 | 51 | 52 | 53 | 54
pPAFAH inh | 4 | 15 | 0 | 0 | 1 | 2
MCL1 BIM primary | 4 | 14 | -1 | -1 | -15 | 0
AHR act | 0 | 1 | 3 | 1 | 4 | -1
Fam108B counter | 1 | 3 | -3 | -4 | 3 | 0
Bcl-xL primary | 6 | 9 | 1 | 6 | -4 | 5
GLD-1 RNA inh | 7 | 1 | 2 | 3 | -1 | -4
PME-1 inh | 4 | 2 | -4 | -1 | -3 | -1
PAFAH1B2 FP inh | 0 | 5 | 0 | 1 | 4 | -1
MEX-5 binding | -2.3 | 2.2 | 0.9 | 1.2 | -0.7 | 1.2
